Source: PubChem BioAssay
Abeta rescue: qHTS for compounds that reverse cellular toxicity of Amyloid beta (A-beta) peptide in yeast: Primary Screen; 410,000 compounds, 0.063% hits; Potency, µM (top dose mostly 46.1 µM), without a hit: top-dose growth rescue, usual class: activators; yeast expressing A-beta42, growth rescue, OD600, 48 h; response scale: 0% DMSO, 100% iron-clioquinol control; also: potency is read from the fitted curve at half-maximal effect; nearly all actives have a fitted effect of over 55% in size
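Growth rescue measured by 600 nm absorbance after 48 h yeast culture at 30 C with compound. Values normalized between DMSO and an equimolar ferric chloride plus clioquinol control.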
FUS yeast rescue: qHTS for Suppressors of FUS Proteinopathy: Primary screen using FUS-linked yeast assay; S. cerevisiae FUS-expressing, growth rescue, OD600, 24 h; Potency, µM (highest dose often 76.6 µM), for the others: at the top dose growth rescue (activation), hits mostly activators; 390,000 compounds, 0.24% hits; AID 1347120, 2019;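 also: potency is read from the fitted curve at half-maximal effect; plate controls were DMSO vehicle for no effect and reference control for full effect; nearly all actives have a fitted effect of over 55% in size; some results filed as inactive show a strong effect at the top dose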
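Read-out: OD at 600 nm after 24hr at 30C, reporting rescue of FUS-induced yeast toxicity. Cells at OD 0.005 in galactose (2%) minimal medium; compounds tested in a dilution series; CP55940 titration from 92uM final as control.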
aSyn yeast inh: qHTS of alpha-syn Inhibitors. Potency, µM (titrated, usually from 46.1 µM), without a hit: at the highest dose growth rescue (activation), actives largely listed as activators. 370,000 compounds, 0.14% hits. AID 652106, 2013. Yeast expressing alpha-synuclein, growth rescue, BacTiter-Glo, 24 h; also: potency is read from the fitted curve at half-maximal effect; % of control where 0% means no effect; nearly all actives have a fitted effect of over 65% in size
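Galactose-induced alpha-syn yeast (OD600=0.02, raffinose-pregrown) + pinned cpd, 24 hr, 30 deg C; growth by BacTiter-Glo luminescence. Growth restoration scores as activation.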
GLP1R inv ag: qHTS of GLP-1 Receptor Inverse Agonists (Inhibition Mode); Glucagon-like peptide 1 receptor (Homo sapiens), P43220; HEK293 GLP-1R CRE-luciferase, luminescence, 24 h; GLP-1R form is constitutively active; Potency, µM (top dose mostly 38.3 µM), for inactives: top-dose activity change, negative = inhibition, hits mostly inhibitors; 410,000 compounds, 1.6% hits; AID 624417, 2012; also: potency is read from the fitted curve at half-maximal effect; % is scaled to controls: 0 for no effect and ±100 for the full control effect; nearly all actives have a fitted effect of over 55% in size
Target sequence (P43220 whole entry, looked up): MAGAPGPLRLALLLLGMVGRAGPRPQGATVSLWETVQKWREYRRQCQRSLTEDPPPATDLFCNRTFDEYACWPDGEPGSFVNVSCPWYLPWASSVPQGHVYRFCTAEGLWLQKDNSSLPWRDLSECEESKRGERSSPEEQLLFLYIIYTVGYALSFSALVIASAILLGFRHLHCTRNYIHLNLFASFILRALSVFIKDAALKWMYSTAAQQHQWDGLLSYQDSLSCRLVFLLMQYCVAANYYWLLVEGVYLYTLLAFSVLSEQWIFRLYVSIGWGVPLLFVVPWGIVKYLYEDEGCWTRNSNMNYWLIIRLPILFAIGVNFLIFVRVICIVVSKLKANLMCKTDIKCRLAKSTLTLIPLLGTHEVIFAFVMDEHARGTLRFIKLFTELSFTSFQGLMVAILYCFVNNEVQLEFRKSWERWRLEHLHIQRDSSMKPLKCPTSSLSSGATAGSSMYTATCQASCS
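HEK293 cells stably co-expressing a cAMP-responsive luciferase reporter and constitutively active GLP-1R were seeded, incubated 12 h, then exposed to compounds for 24 h at 37 C. Luminescence was read 12 min after detection reagent; inverse agonists lower signal.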
MmCpn inh: Inhibitors of TCP-1 ring complex (TRiC) of Methanococcus maripaludis (MmCpn): qHTS. purified Mm-Cpn ATPase, ADP Transcreener TR-FRET. Potency, µM (series often up to 76.9 µM), for the others: at the top dose activity, negative = inhibition, usual class: inhibitors. 330,000 compounds, 0.031% hits. AID 504842, 2011; also: potency is read from the fitted curve at half-maximal effect; % is scaled to controls: 0 for no effect and ±100 for the full control effect; nearly all actives have a fitted effect of over 80% in size
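ATP (10 uM final) was added to archaeal chaperonin (25 nM final) after 10 min exposure to test compound at 37°C; after 30 min further incubation, ADP was detected by competitive TR-FRET.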
HEK293 tox: qHTS of GLP-1 Receptor Inverse Agonists: Cytotox Screen | HEK293 cAMP-luciferase reporter cells, luminescence, 24 h | Potency, µM (doses to about 38.3 µM), for inactives: at the top dose activity change, negative = inhibition, actives largely listed as inhibitors | 410,000 compounds, 0.13% hits | AID 624418, 2012;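 also: loss of luciferase light is scored as toxicity; potency is read from the fitted curve at half-maximal effect; % is scaled to controls: 0 for no effect and ±100 for the full control effect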
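Seeding density was 200 cells/uL; after overnight-length (12 h) culture, 23 nL compounds went on for 24 h at 37 °C. Readout used a luciferase detection reagent, luminescence taken after 12 min at room temperature.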
Akt phos inh: HTS Assay for Inhibitors of Akt Phophorylation: Primary Screen; Neuro2A IGF-stimulated pAkt S473 HTRF, 20 min; hits give low values; activity change, % for hits at 50 µM; 360,000 compounds, 0.32% hits; in the data active = activity change below about -80%; inconclusive = mostly about -51% to -80%; also: % is scaled to controls: 0 for no effect and ±100 for the full control effect
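Neuro2A cells in DMEM with 0.5% FBS, overnight at 37 deg C, given compound at single 50 µM final, then IGF (6 nM final) for 20 min at 37 deg C. Lysed; phospho-Akt Ser473 by HTRF after 24 h, 665/615 ratio.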
TDP-43 yeast inh: qHTS of TDP-43 Inhibitors; TDP-43 expressing yeast growth rescue, BacTiter-Glo, 24 h; Potency, µM (titrated, usually from 46.1 µM), without a hit: at the highest dose growth rescue (activation), most hits filed as activators; 410,000 compounds, 1.8% hits; AID 652104, 2013; also: potency is read from the fitted curve at half-maximal effect; % of control where 0% means no effect; nearly all actives have a fitted effect of over 50% in size
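Yeast expressing TDP-43 (pregrown in raffinose, seeded at OD600=0.02 in galactose medium) exposed to compounds 24 hr at 30 deg C. Growth read by BacTiter-Glo luminescence; rescue of toxicity appears as increased signal.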
PTHR1 ag: qHTS for PTHR1 Agonists: Primary Screen | HEK293 GP2 PTHR1 cells, GloSensor cAMP luminescence, 1 h | 410,000 compounds, 0.075% hits | Parathyroid hormone/parathyroid hormone-related peptide receptor (Homo sapiens), Q03431 | Potency, µM (doses to about 115 µM), for inactives: at the top dose activation, hits mostly activators; also: potency is read from the fitted curve at half-maximal effect; nearly all actives have a fitted effect of over 55% in size; some results filed as inactive show a strong effect at the top dose; inactives centre near -15; many of its hits are not listed in these tables
Target sequence (Q03431 whole entry, looked up): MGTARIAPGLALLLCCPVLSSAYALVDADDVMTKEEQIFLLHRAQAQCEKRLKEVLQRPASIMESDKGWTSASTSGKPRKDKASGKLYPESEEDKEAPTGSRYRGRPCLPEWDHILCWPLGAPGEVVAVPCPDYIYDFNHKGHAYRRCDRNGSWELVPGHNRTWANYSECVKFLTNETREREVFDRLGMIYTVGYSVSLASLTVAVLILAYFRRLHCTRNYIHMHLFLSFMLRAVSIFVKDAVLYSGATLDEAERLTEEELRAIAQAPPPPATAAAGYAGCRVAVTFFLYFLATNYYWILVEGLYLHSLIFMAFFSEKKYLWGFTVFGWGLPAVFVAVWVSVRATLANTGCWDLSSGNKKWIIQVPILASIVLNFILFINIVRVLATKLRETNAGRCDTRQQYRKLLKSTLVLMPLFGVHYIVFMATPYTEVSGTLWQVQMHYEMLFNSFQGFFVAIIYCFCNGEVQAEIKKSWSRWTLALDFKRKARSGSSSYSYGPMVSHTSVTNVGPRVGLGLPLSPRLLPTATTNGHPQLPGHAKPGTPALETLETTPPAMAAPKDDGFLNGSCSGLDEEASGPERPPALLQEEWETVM
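HEK-293-derived GP2 cells expressing PTHR1 and a GloSensor cAMP reporter, 3,000/well, plated overnight, given luciferin plus IBMX (each 0.5 mM as added) for 1 h at 37 °C, then compound for 1 h at 37 °C. Luminescence was read after 15 min at room temperature.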
* marks the source's active call; other numbers are inactive results; i = inactive; u = inconclusive; x = not tested or not shown; [ ] = remark or other dose. Unless noted, calls follow the shape of the dose curve; as a rule, active = well fitted curve in the direction sought with a large enough effect; inconclusive = small, poorly fitted or top-dose-only effect, or another doubt; inactive = no such curve, though single readings can be large; an effect the other way counts as inactive or inconclusive. Some of the compounds tested; the hit share may differ from the screen's.

Fields: Abeta rescue, GLP1R inv ag, PTHR1 ag, MmCpn inh, FUS yeast rescue, aSyn yeast inh, TDP-43 yeast inh, HEK293 tox, Akt phos inh
> CCCC12CN(C(=O)c3ccco3)CC(CCC)(CN(C(=O)c3ccco3)C1)C2=O
→ 12%, 13%, -18%, 1%, 5%, 1%, -18%, -6%, i
> O=C(NC12CC3CC(CC(C3)C1)C2)N1CCC(n2nnc3ccccc32)CC1
→ 12%, 3%, -2%, 1%, 10%, -6%, 28%, 2%, i
> Cc1ccc(CN(CC(=O)N/N=C/c2ccccc2[N+](=O)[O-])S(=O)(=O)c2ccc(C)cc2)cc1
→ 13%, u, i, 4%, 9%, 4%, 16%, -9%, i
> c1ccc(-n2c(-c3ccco3)nnc2N2CCOCC2)cc1
→ -3%, 21%, i, 0%, -2%, 2%, -3%, 20%, i
> Cc1ccc(N(Cc2ccccc2)C(=O)c2ccc(F)cc2)cc1
→ 18%, u, -25%, 1%, 5%, -12%, 7%, -1%, i
> COc1ccccc1C(=O)NCCC(=O)NCC1CCCO1 (stereo unspecified)
→ 4%, 1%, i, 1%, -4%, 0%, 8%, 27%, i
> C(=C\c1ccccc1)/CN1CCN(C(CCc2ccccc2)c2nnnn2C2CCCCC2)CC1 (stereo unspecified)
→ -8%, u, -21%, x, 18%, -12%, 15%, -10%, i
> Cc1ccc(C)c(OCc2cc(C(=O)NC(c3ccccn3)C(F)(F)F)no2)c1 (stereo unspecified)
→ 14%, u, i, x, x, -3%, -3%, 11%, i
> Cc1ccccc1N=C1Nc2ccccc2N[C@]12C[C@H]1CCC(=O)N3CC[C@@H](C2)[C@@H]13
→ 8%, 15%, i, x, -14%, 1%, 11%, 4%, i
> COc1cc(/C=N/Nc2ccc(Cl)nn2)cc(OC)c1O
→ 14%, 9%, i, -3%, -13%, u, 3%, -7%, i
> O=S(=O)(NCC1CCCO1)c1cnc(Cl)c(Cl)c1 (stereo unspecified)
→ -13%, 6%, 0%, 0%, 6%, 2%, -1%, 4%, i
> CN(C)C(=S)Nc1ccc(Br)cc1Cl
→ 21%, u, i, 1%, -2%, 0%, 2%, 0%, i
> Cn1c(COc2ccc([N+](=O)[O-])cc2)nnc1SCC(N)=O
→ -4%, -1%, i, 4%, 7%, -5%, 0%, -10%, i
> Cc1cc(C)c(OCC(=O)Nc2cccc(O)c2)cc1C
→ 13%, -29%, -7%[57.5 µM], -8%, 21%, -14%, -9%, -11%, x
> CCOc1ccc(NC(=O)c2nc3nc(C)cc(C(F)F)n3n2)cc1
→ -6%, -2%, i, x, 9%, x, 7%, 3%, x

Ordered by molecular weight (falling): five of the compounds above.
Fields: Abeta rescue, GLP1R inv ag, PTHR1 ag, MmCpn inh, FUS yeast rescue, aSyn yeast inh, TDP-43 yeast inh, HEK293 tox, Akt phos inh
> CCCC12CN(C(=O)c3ccco3)CC(CCC)(CN(C(=O)c3ccco3)C1)C2=O
→ 12%, 13%, -18%, 1%, 5%, 1%, -18%, -6%, i
> Cc1ccc(C)c(OCc2cc(C(=O)NC(c3ccccn3)C(F)(F)F)no2)c1 (stereo unspecified)
→ 14%, u, i, x, x, -3%, -3%, 11%, i
> Cn1c(COc2ccc([N+](=O)[O-])cc2)nnc1SCC(N)=O
→ -4%, -1%, i, 4%, 7%, -5%, 0%, -10%, i
> Cc1ccc(N(Cc2ccccc2)C(=O)c2ccc(F)cc2)cc1
→ 18%, u, -25%, 1%, 5%, -12%, 7%, -1%, i
> COc1ccccc1C(=O)NCCC(=O)NCC1CCCO1 (stereo unspecified)
→ 4%, 1%, i, 1%, -4%, 0%, 8%, 27%, i

Going on with the list.
Fields: Abeta rescue, GLP1R inv ag, PTHR1 ag, MmCpn inh, FUS yeast rescue, aSyn yeast inh, TDP-43 yeast inh, HEK293 tox, Akt phos inh
> COCc1nnc(NC(=O)CC(c2ccccc2)c2ccccc2)s1
→ -5%, 6%, i, 1%, -12%, -17%, -4%, -1%, i
> COc1ccccc1OCC(=O)Nc1ccc(NC(=O)COc2ccccc2OC)cc1
→ 7%, 3%, -20%, -15%, 10%, 1%, -12%, 4%, i
> CC(=O)c1cccc(NC2c3ccccc3C(=O)N2Cc2ccco2)c1 (stereo unspecified)
→ 16%, 10%, -20%, 1%, 10%, 1%, -7%, 2%, i
> Cc1ccc(C(=O)Oc2ccccc2N2C(=O)C3CCCCC3C2=O)cc1 (stereo unspecified)
→ 24%, 16%, i, 2%, x, 7%, 0%, -8%, i
> COc1ccc(C(=O)O)cc1S(=O)(=O)N1CCCc2ccccc21
→ -8%, 2%, i, 0%, -7%, 3%, 18%, -6%, i
> CC(=O)N1CCN(c2nc3cc4c(cc3nc2NS(=O)(=O)c2ccccc2)OCCO4)CC1
→ 17%, 1%, i, -3%, 20%, 5%, 5%, -16%, i
> Cc1onc(-c2c(F)cccc2Cl)c1C(=O)NCc1ccc(S(N)(=O)=O)cc1
→ -5%, -2%, -36%[inhibitor], 5%, -6%, 1%, 17%, 0%, i
> C=CC[C@H](CC(=O)NCCO)C(=O)NCCOC(=O)[C@@H](CC=C)CC(=O)OC(C)(C)C
→ 1%, 7%, -20%, 2%, 2%, 2%, u, 2%, i
> CCc1noc(C)c1C(=O)OCC(=O)N1CCc2ccccc21
→ -12%, 3%, -1%, 1%, 9%, -6%, -2%, 5%, i
> O=C(Cc1ccc(NC(=O)C2CCN(C(=O)C3CC3)CC2)cc1)Nc1ccc(C(=O)N2CCOCC2)cc1
→ 8%, 10%, 3%, x, -11%, -1%, 6%, 6%, i
> COc1ccc(NS(=O)(=O)c2ccc(C)c(C(=O)NCCCn3ccnc3)c2)cc1
→ 1%, 14%, -6%, x, -37%, 8%, 18%, 1%, i
> COc1ccc(Cl)cc1C(=O)Nc1ccc(-c2nnc3n2CCCCC3)cc1
→ -9%, 6%, -23%, x, u, x, 12%, -9%, x
> CCCCOc1ccc(N2C(=O)CC(NCc3ccncc3)C2=O)cc1 (stereo unspecified)
→ -6%, 6%, -14%, 0%, 22%, -4%, -18%, -1%, i
> Oc1ccccc1-c1nc(NC2CCCC2)c2ccccc2n1
→ -7%, u, -5%, -22%, 2%, -14%, u, 10%, i
> COc1ccc(C(=O)CC(=O)c2ccccc2O)cc1
→ -13%, u, -20%, -12%, 42%, -14%, 25%, 299%[activator], i

Two compounds from above, limited to TDP-43 yeast inh, Akt phos inh and Abeta rescue:
molecule,TDP-43 yeast inh,Akt phos inh,Abeta rescue
CCCCOc1ccc(N2C(=O)CC(NCc3ccncc3)C2=O)cc1 (stereo unspecified),-18%,i,-6%
COc1ccc(Cl)cc1C(=O)Nc1ccc(-c2nnc3n2CCCCC3)cc1,12%,x,-9%

Following part
Fields: Abeta rescue, GLP1R inv ag, PTHR1 ag, MmCpn inh, FUS yeast rescue, aSyn yeast inh, TDP-43 yeast inh, HEK293 tox, Akt phos inh
> COc1ccc(C(=O)Nc2cccc([N+](=O)[O-])c2)cc1Br
→ 8%, 11%, -13%, x, 10%, 1%, 11%, -6%, i
> CC(C)c1ccc(-c2noc(SCC(=O)N3CCN(c4ccccc4F)CC3)n2)cc1
→ 0%, -3%, i, x, 26%, x, 21%, 0%, x
> Cc1ccc(C)c(CSc2nnc([C@@H]3CCCN3)o2)c1
→ 17%, 10%, -1%, 3%, 13%, -3%, -6%, -7%, i
> COc1c(/C=N/Nc2ccc([N+](=O)[O-])cc2[N+](=O)[O-])c(C)nn1-c1ccccc1
→ -11%, 0%, i, 0%, 1%, 4%, 9%, -13%, i
> O=C(c1ccccc1)c1ccc2c(c1)OCCCO2
→ 6%, u, -15%, 5%, -6%, 0%, -4%[1.82 µM], -7%, i
> CC(=O)Nc1ccc(NC(=O)Oc2ccccc2)cc1
→ -28%, 0%, i, 0%, 10%, -7%, -18%, 0%, x
> OCC1OC(n2cnc3ccccc32)CC1O (stereo unspecified)
→ -5%, 13%, -1%, 0%, -32%, 2%, 2%, 13%, i
> Cc1cc(NC(=O)CSCC(=O)OCc2nnc(-c3ccccc3)o2)no1
→ 21%, -5%, -5%, 0%, 19%, -4%, -17%, -3%, i
> CCn1nnc2cc(C(=O)Nc3cccc(Cl)c3)ccc21
→ -15%, 20%, -97%[inhibitor], x, -10%, x, -1%, -14%, x
> CC(C)N(C)c1ncnc2c1ncn2[C@H]1CN(Cc2cccs2)C[C@@H](CO)O1
→ 5%, 31%[activator], -25%, x, -2%, -2%, 8%, -2%, i
